Screening data (PubChem)
Diaphorase inh = counter-screen for diaphorase-based assays: diaphorase inhibitors and chemical oxidizers. diaphorase resazurin-to-resorufin fluorescence, NADH, 16 min; bacterial (C. kluyveri) enzyme, not human. inhibition, % at 20 µM. hit rate 0.69% among 190,000. AID 1217;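 active means primary screen inhibition at 20 µM above a set limit, cut at about 50% in these data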;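 further: plate controls were DMSO with full reaction for no effect and wells lacking NADH for full effect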
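System: Diaphorase enzyme from Clostridium kluyveri | Amount: Enzyme working solution with 0.14 U/mL diaphorase | Benchmarks: No-NADH positive control and DMSO neutral control | Signal: Fluorescence of resorufin formed from resazurin, Ex 544/Em 590 nm | Schedule: 16-min room-temperature incubation before reading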
NF-kB neuron act = compounds increasing NF-kB expression in human neuronal cells; NF-kB reporter expression; hits give high values; fold change at 12.5 µM; AID 1239; hit rate 1.6% among 190,000; in the data active means fold change above about 3.3
STAT1 act = STAT1 signaling activation. activation (% of control), % at 5.5 µM. NIH 3T3 STAT1-luciferase reporter, IFN-gamma, luminescence; 100% = IFN-gamma alone, no compound. hit rate 2.6% among 200,000;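 active means activation above the screen-wide mean activation plus 3 SD, cut at about 130% in these data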;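 further: raw ratio to IFN-gamma control signal so 100% means no change and 0% no light; values of inactives mirror those of a sister screen read the other way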
G6PDH CS = counter-screen for G6PDH assay hits: L. mesenteroides G6PDH inhibition | Purified L. mesenteroides G6PDH, diaphorase/resazurin coupled fluorescence, 45 min | inhibition, % at 5 µM | hit rate 0.12% among 200,000 | AID 1020; in the data active means inhibition above about 50%
FLuc inhib CS = Photinus pyralis luciferase inhibition counter-screen; hit rate 1.5% among 200,000; ATPLite firefly luciferase biochemical luminescence, 10 min; P08659; inhibition, % at 10 µM;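 active means inhibition above about 50% when tested at 10 µM, limit read from the data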
Diaphorase act = counter-screen for diaphorase-based assays: diaphorase activators and chemical reducers. Diaphorase/resazurin coupled assay, resorufin fluorescence, 16 min; hits give high values; 1 = vehicle wells, 0 = NADH-free wells. hit rate 0.005% among 190,000. activation factor at 20 µM;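 active means diaphorase activity raised at least twofold by the compound at 20 µM; inactive means activation factor below 2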
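Assay system: bacterial diaphorase enzyme (C. kluyveri) / Input: enzyme 0.07 U/mL final / Medium: 50 mM HEPES pH 7.4 with 4.542 mM MgCl2, 0.005% Tween 20 / Doses: single compound dose of 20 µM, 1% DMSO final / Incubation: 16 min enzyme reaction, ambient temperature / Signal: fluorescence, excitation 544 nm and emission 590 nm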
FLuc stim CS = firefly luciferase counter-screen for stimulation assays; activation factor at 10 µM; 200,000 tested, under 10 active; ATPlite luciferase biochemical, luminescence, 10 min; 0 = ATP-free wells, 1 = DMSO control; P08659; AID 1027;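 active means luciferase activation factor, scaled between plate controls, of at least 2 with compound at 10 µM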
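System: luciferase plus luciferin reagent, cell-free; medium: PBS as buffer for the ATP substrate; dosing: test compounds dosed from 2 mM stocks in 100% DMSO; timing: 10 min post-reagent at room temperature; measured by: luminescence measurement of luciferase light output; evaluation: luciferase activation, seen as luminescence increase over controls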
APP transl inh = APP translation inhibition | SH-SY5Y APP 5'UTR-luciferase reporter, luminescence | inhibition, % at 2 µM | hit rate 0.82% among 190,000 | AID 1285;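 active means inhibition above a set limit, derived from the sample mean plus 3 SD, cut at about 45% in these data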; further: values of inactives mirror those of a sister screen read the other way
APP 5'UTR act = activates APP 5'UTR luciferase reporter; SH-SY5Y APP 5'UTR luciferase reporter, luminescence; zero percent = DMSO vehicle wells; activation, % at 2 µM; hit rate 1% among 190,000; AID 1276;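 active means activation above a set limit, based on mean plus 3 SD of controls, cut at about 140% in these data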; further: values of inactives mirror those of a sister screen read the other way
TLR4-MyD88 BLA = TLR4-MyD88 interaction inhibition in cells. HeLa CL3-4 TLR4/MyD88 BLA complementation, FRET ratio. inhibition, % at 8.4 µM. hit rate 0.18% among 200,000. AID 861; in the data active means inhibition above about 25%;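 further: 0% = vehicle and 100% = reference inhibitor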
Target sequence (O00206 whole entry, looked up): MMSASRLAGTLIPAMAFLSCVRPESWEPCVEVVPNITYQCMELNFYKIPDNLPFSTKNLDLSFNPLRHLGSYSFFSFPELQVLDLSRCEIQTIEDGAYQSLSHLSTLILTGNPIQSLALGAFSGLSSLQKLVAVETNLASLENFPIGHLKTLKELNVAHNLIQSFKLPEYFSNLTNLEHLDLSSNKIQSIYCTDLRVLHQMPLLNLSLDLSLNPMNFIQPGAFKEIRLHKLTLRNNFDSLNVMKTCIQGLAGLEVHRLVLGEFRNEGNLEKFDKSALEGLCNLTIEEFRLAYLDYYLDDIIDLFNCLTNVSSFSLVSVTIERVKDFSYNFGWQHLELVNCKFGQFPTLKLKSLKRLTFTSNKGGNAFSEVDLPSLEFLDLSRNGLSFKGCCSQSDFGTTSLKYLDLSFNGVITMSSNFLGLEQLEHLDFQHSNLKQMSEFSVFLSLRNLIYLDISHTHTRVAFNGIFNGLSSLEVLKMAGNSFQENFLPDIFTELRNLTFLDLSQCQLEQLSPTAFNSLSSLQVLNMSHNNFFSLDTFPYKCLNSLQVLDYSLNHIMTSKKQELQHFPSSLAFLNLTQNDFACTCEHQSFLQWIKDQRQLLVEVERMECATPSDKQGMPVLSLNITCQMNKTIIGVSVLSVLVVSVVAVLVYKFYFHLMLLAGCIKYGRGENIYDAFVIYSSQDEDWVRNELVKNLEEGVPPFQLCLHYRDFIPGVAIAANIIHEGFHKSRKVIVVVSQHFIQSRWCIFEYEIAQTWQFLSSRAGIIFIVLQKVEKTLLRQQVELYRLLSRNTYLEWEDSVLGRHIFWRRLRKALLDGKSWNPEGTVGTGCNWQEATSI
Target sequence (Q99836 whole entry, looked up): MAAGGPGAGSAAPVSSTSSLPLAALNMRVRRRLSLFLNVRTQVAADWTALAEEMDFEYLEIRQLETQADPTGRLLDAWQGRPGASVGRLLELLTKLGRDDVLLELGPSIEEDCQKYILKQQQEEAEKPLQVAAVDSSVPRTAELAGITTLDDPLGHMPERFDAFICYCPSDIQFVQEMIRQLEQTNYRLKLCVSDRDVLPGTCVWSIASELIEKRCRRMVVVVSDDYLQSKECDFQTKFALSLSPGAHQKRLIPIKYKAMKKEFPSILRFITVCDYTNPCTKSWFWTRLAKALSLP
An asterisk follows results filed as active.

For Cc1cc(C)n(-c2ccc(C(=O)OCC(=O)NC(c3ccccc3)c3ccccc3)cc2)n1 the results were Diaphorase inh -4, NF-kB neuron act 1.1, STAT1 act 110, G6PDH CS -3, FLuc inhib CS -6, Diaphorase act 1, FLuc stim CS 1.1, APP transl inh 8, APP 5'UTR act -8 and TLR4-MyD88 BLA -17.
For N#Cc1cn(CC(=O)O)c2ccccc12 the results were Diaphorase inh -1, NF-kB neuron act 1.2, STAT1 act 89, G6PDH CS -4, FLuc inhib CS 4, Diaphorase act 1, FLuc stim CS 1, APP transl inh -2, APP 5'UTR act 3 and TLR4-MyD88 BLA 9.
`CC1=CN2C(=NC(=O)CC2(C)C(=O)N(CC(=O)NC2CCCC2)c2cc(C)cc(C)c2)C=C1` (centres undefined) gave NF-kB neuron act 1.2, STAT1 act 100, G6PDH CS 11, FLuc inhib CS -6, FLuc stim CS 1.1, APP transl inh -2, APP 5'UTR act 3 and TLR4-MyD88 BLA 2.
O=C(NCc1ccco1)c1cc([N+](=O)[O-])ccc1Cl was read as Diaphorase inh -4, NF-kB neuron act 1.2, STAT1 act 102, G6PDH CS 7, FLuc inhib CS -1, Diaphorase act 1, FLuc stim CS 1, APP transl inh 17, APP 5'UTR act -17 and TLR4-MyD88 BLA -13.
`C=CCN1C(=O)C(CC(=O)Nc2ccccc2)N(Cc2ccccn2)C1=S` (centres undefined) gave Diaphorase inh 12, NF-kB neuron act 0.81, STAT1 act 98, G6PDH CS 4, FLuc inhib CS -6, Diaphorase act 0.9, FLuc stim CS 1.1, APP transl inh 5, APP 5'UTR act -5 and TLR4-MyD88 BLA -33.
Screening OC1(c2ccccc2)CCN(Cc2ccccc2)C2CCCCC21 (centres undefined) returned Diaphorase inh 10, NF-kB neuron act 0.83, STAT1 act 88, G6PDH CS 2, FLuc inhib CS 0, Diaphorase act 0.9, FLuc stim CS 1, APP transl inh -12, APP 5'UTR act 12 and TLR4-MyD88 BLA -1.
`Cc1ccc(S(=O)(=O)CC(c2ccccc2)N2CCOCC2)cc1` (centres undefined) gave Diaphorase inh 7, NF-kB neuron act 1.2, STAT1 act 102, G6PDH CS 2, FLuc inhib CS -6, Diaphorase act 0.9, FLuc stim CS 1.1, APP transl inh -3, APP 5'UTR act 3 and TLR4-MyD88 BLA -1.
`CC(C)Nc1nc(NC(C)(C)C)nc(Oc2ccc(=O)n(C)n2)n1` gave NF-kB neuron act 1.3, STAT1 act 91, G6PDH CS 7, FLuc inhib CS -4, FLuc stim CS 1, APP transl inh -21, APP 5'UTR act 21 and TLR4-MyD88 BLA 9.
For Cc1ccc(C(=O)CSc2ccc(-c3cccnc3)nn2)cc1 the results were Diaphorase inh 8, NF-kB neuron act 1.1, STAT1 act 104, G6PDH CS 1, FLuc inhib CS -1, Diaphorase act 0.9, FLuc stim CS 1, APP transl inh -16, APP 5'UTR act 16 and TLR4-MyD88 BLA 3.
`COc1cc(SC#N)ccc1N=Cc1c(C)[nH]n(-c2ccc(C)cc2C)c1=O` gave Diaphorase inh 1, NF-kB neuron act 1.3, STAT1 act 107, G6PDH CS -21, FLuc inhib CS -5, Diaphorase act 1, FLuc stim CS 1.1, APP transl inh -2, APP 5'UTR act 2 and TLR4-MyD88 BLA 5.
CCOC(=O)c1ccc2[nH]c3c(c2c1)CN(C)CC3 was read as Diaphorase inh 4, NF-kB neuron act 1.3, STAT1 act 99, G6PDH CS -28, FLuc inhib CS -6, Diaphorase act 1, FLuc stim CS 1.1, APP transl inh -17, APP 5'UTR act 17 and TLR4-MyD88 BLA 2.
COc1ccc(-c2cc(C(=O)NC(C(=O)O)C(C)C)c(C)o2)cc1OC (centres undefined) was read as Diaphorase inh 14, NF-kB neuron act 1.3, STAT1 act 113, G6PDH CS -3, FLuc inhib CS -7, Diaphorase act 0.9, FLuc stim CS 1.1, APP transl inh -8, APP 5'UTR act 8 and TLR4-MyD88 BLA 16.
Screening Cc1ccc(NC(=O)CCn2cccc2)cc1F returned Diaphorase inh 9, NF-kB neuron act 1.2, STAT1 act 97, G6PDH CS 6, FLuc inhib CS -5, Diaphorase act 0.9, FLuc stim CS 1, APP transl inh -10, APP 5'UTR act 10 and TLR4-MyD88 BLA 7.
Screening Cc1ccc(N(CC(=O)NCCSc2nc3ccccc3s2)S(=O)(=O)c2ccccc2)c(C)c1 returned Diaphorase inh 23, NF-kB neuron act 0.79, STAT1 act 95, G6PDH CS -17, FLuc inhib CS -5, Diaphorase act 0.8, FLuc stim CS 1, APP transl inh -16, APP 5'UTR act 16 and TLR4-MyD88 BLA -5.
`Cc1cc(C)cc(NC(=O)c2ccc(CSc3nnc(C)s3)cc2)c1` gave Diaphorase inh 9, NF-kB neuron act 1.4, STAT1 act 98, G6PDH CS 4, FLuc inhib CS 23, Diaphorase act 0.9, FLuc stim CS 0.8, APP transl inh -12, APP 5'UTR act 12 and TLR4-MyD88 BLA -1.
CC1(C(=O)CSc2nc3ccccc3s2)CCC(=O)O1 (centres undefined) was read as Diaphorase inh 14, NF-kB neuron act 0.92, STAT1 act 101, G6PDH CS 5, FLuc inhib CS -6, Diaphorase act 0.9, FLuc stim CS 1.1, APP transl inh 2, APP 5'UTR act -2 and TLR4-MyD88 BLA -3.
For COc1ccc(CCNC(=O)C2CCN(Cc3nc(-c4ccccc4F)oc3C)CC2)cc1OC the results were Diaphorase inh 5, NF-kB neuron act 0.82, STAT1 act 107, G6PDH CS -8, FLuc inhib CS -4, Diaphorase act 0.9, FLuc stim CS 1, APP transl inh -15, APP 5'UTR act 15 and TLR4-MyD88 BLA -5.
Cn1c(=O)c(=O)n(C)c2cc(S(=O)(=O)NCCOc3ccccc3Cl)ccc21 was read as Diaphorase inh 7, NF-kB neuron act 1.3, STAT1 act 95, G6PDH CS 4, FLuc inhib CS -9, Diaphorase act 0.9, FLuc stim CS 1.1, APP transl inh -2, APP 5'UTR act 2 and TLR4-MyD88 BLA 8.
Cc1nc2scc(-c3ccc(C(C)C)cc3)c2c(=O)n1N was read as Diaphorase inh 7, NF-kB neuron act 0.59, STAT1 act 92, G6PDH CS 5, FLuc inhib CS 2, Diaphorase act 0.9, FLuc stim CS 1, APP transl inh -12, APP 5'UTR act 13 and TLR4-MyD88 BLA -14.
COc1ccc(-n2cnc3ccccc32)cc1 was read as Diaphorase inh 13, NF-kB neuron act 1.1, STAT1 act 108, G6PDH CS -5, FLuc inhib CS 0, Diaphorase act 0.9, FLuc stim CS 1, APP transl inh -22, APP 5'UTR act 22 and TLR4-MyD88 BLA 8.
For CCc1ccccc1OCC(=O)Nc1ccc(S(N)(=O)=O)cc1 the results were Diaphorase inh 9, NF-kB neuron act 0.91, STAT1 act 102, G6PDH CS 1, FLuc inhib CS -5, Diaphorase act 0.9, FLuc stim CS 1, APP transl inh -1, APP 5'UTR act 1 and TLR4-MyD88 BLA 2.
Cc1noc(C)c1CSc1nnc2sc3ccccc3n12 was read as Diaphorase inh 10, NF-kB neuron act 1.2, STAT1 act 103, G6PDH CS -6, FLuc inhib CS -3, Diaphorase act 0.9, FLuc stim CS 1, APP transl inh -11, APP 5'UTR act 11 and TLR4-MyD88 BLA -14.
CCn1c(=NC(=O)c2ccco2)sc2cccc(F)c21 was read as Diaphorase inh 10, NF-kB neuron act 1.7, STAT1 act 121, G6PDH CS -18, FLuc inhib CS 4, Diaphorase act 0.9, FLuc stim CS 1, APP transl inh -36, APP 5'UTR act 36 and TLR4-MyD88 BLA 4.
`COc1ccc(-n2c(C)cc(C3=NNC(=NC4CC4)SC3)c2C)cc1` gave Diaphorase inh -28, NF-kB neuron act 1.3, STAT1 act 42, G6PDH CS 6, FLuc inhib CS 34, Diaphorase act 1.3, FLuc stim CS 0.7, APP transl inh -93, APP 5'UTR act 93 and TLR4-MyD88 BLA 3.

Pulled by compound from the entries so far:
For COc1ccc(CCNC(=O)C2CCN(Cc3nc(-c4ccccc4F)oc3C)CC2)cc1OC the results were Diaphorase inh 5, NF-kB neuron act 0.82, STAT1 act 107, G6PDH CS -8, FLuc inhib CS -4, Diaphorase act 0.9, FLuc stim CS 1, APP transl inh -15, APP 5'UTR act 15 and TLR4-MyD88 BLA -5.
Screening Cc1ccc(NC(=O)CCn2cccc2)cc1F returned Diaphorase inh 9, NF-kB neuron act 1.2, STAT1 act 97, G6PDH CS 6, FLuc inhib CS -5, Diaphorase act 0.9, FLuc stim CS 1, APP transl inh -10, APP 5'UTR act 10 and TLR4-MyD88 BLA 7.

Additional records:
Screening COc1ccc(Cn2c(CCC(=O)Nc3ccccc3)nc3cccnc32)cc1 returned Diaphorase inh 0, NF-kB neuron act 0.73, STAT1 act 93, G6PDH CS 5, FLuc inhib CS -10, Diaphorase act 1, FLuc stim CS 1.1, APP transl inh -23, APP 5'UTR act 23 and TLR4-MyD88 BLA 5.
COc1ccc([N+](=O)[O-])cc1NC(=O)c1ccco1 was read as Diaphorase inh 14, NF-kB neuron act 1, STAT1 act 98, G6PDH CS 8, FLuc inhib CS -3, Diaphorase act 0.9, FLuc stim CS 1, APP transl inh -14, APP 5'UTR act 14 and TLR4-MyD88 BLA -4.
Screening O=C(CSc1c2c(nc3cc(Cl)ccc13)CCCC2)NCc1ccco1 returned Diaphorase inh 0, NF-kB neuron act 1.4, STAT1 act 97, G6PDH CS 12, FLuc inhib CS -6, Diaphorase act 1, FLuc stim CS 1.1, APP transl inh -8, APP 5'UTR act 8 and TLR4-MyD88 BLA 2.
Screening CC(C)(C)NC(=O)C(c1ccncc1)N(Cc1ccc(F)cc1)C(=O)c1ccc(-c2ccccc2)[nH]1 (centres undefined) returned Diaphorase inh 10, NF-kB neuron act 0.75, STAT1 act 106, G6PDH CS 2, FLuc inhib CS -3, Diaphorase act 0.9, FLuc stim CS 1, APP transl inh -14, APP 5'UTR act 14 and TLR4-MyD88 BLA 4.
Screening Cc1nc2nc[nH]n2c(=O)c1NC(=O)c1cccc(OCC(C)C)c1 returned Diaphorase inh 8, NF-kB neuron act 1.3, STAT1 act 97, G6PDH CS 12, FLuc inhib CS -5, Diaphorase act 0.9, FLuc stim CS 1.1, APP transl inh 7, APP 5'UTR act -7 and TLR4-MyD88 BLA -29.
For COCCNC(=O)CC(NS(=O)(=O)c1ccc(NC(C)=O)cc1)C(C)C (centres undefined) the results were Diaphorase inh 4, NF-kB neuron act 1.5, STAT1 act 102, G6PDH CS -8, FLuc inhib CS -7, Diaphorase act 1, FLuc stim CS 1.1, APP transl inh -2, APP 5'UTR act 1 and TLR4-MyD88 BLA -3.

Compounds above that have a cyano group (2):
For N#Cc1cn(CC(=O)O)c2ccccc12 the results were Diaphorase inh -1, NF-kB neuron act 1.2, STAT1 act 89, G6PDH CS -4, FLuc inhib CS 4, Diaphorase act 1, FLuc stim CS 1, APP transl inh -2, APP 5'UTR act 3 and TLR4-MyD88 BLA 9.
`COc1cc(SC#N)ccc1N=Cc1c(C)[nH]n(-c2ccc(C)cc2C)c1=O` gave Diaphorase inh 1, NF-kB neuron act 1.3, STAT1 act 107, G6PDH CS -21, FLuc inhib CS -5, Diaphorase act 1, FLuc stim CS 1.1, APP transl inh -2, APP 5'UTR act 2 and TLR4-MyD88 BLA 5.
